# Screening results deposited in PubChem BioAssay by several laboratories.
# COUP-TFII inh: NR2F2 transcriptional activity inhibitors, primary screen, cell-based, luciferase reporter, HEK293T, luminescence. COUP transcription factor 2 (Homo sapiens), P24468. HEK293T NGFI-A luciferase reporter. inhibition, % at 8.6 µM. 370,000 tested, 0.7% active. AID 686940, 2013;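 active = inhibition above a per-plate cutoff, mean inhibition of test wells between control levels plus 3 SD, cut at about 38% in these data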;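 also: cells cotransfected with COUP-TFII expression vector driving the NGFI-A reporter; 0% = median of COUP-TF2 test wells and 100% = reporter-only cells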
# Granule exo inh: LAMP-1 surface exposure blockers, TALL-104 cells – cell-based, flow cytometry, MLPCN library, primary screen. inhibition, % at 10 µM. TALL-104 LAMP-1 surface exposure; cells stimulated with thapsigargin and PMA. 360,000 tested, 0.66% active;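 active = inhibition above about 55%, limit read from the data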
# TROY NFkB inh: inhibitors of TROY-driven NF-kB signaling, primary screen, Q293 LMP1-TROYcd cells, NF-kB luciferase, uHTS; Q293 LMP1-TROYcd NF-kB luciferase reporter, 4 h; inhibition, % at 10 µM; 360,000 tested, 0.98% active;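 active = compounds whose plate-normalised and pattern-corrected inhibition of the luciferase reporter signal at the single screening dose is 50% or more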
# NOD2 RIPK2 PPI: NOD2-RIPK2 binding disruptors in cells, primary screen, fluorescence, CHO cells, BLA complementation; CCF4 ratio; AID 624267, 2012; inhibition, % at 4.98 µM; Receptor-interacting serine/threonine-protein kinase 2 (Homo sapiens), O43353; 360,000 tested, 0.38% active; in the data active = inhibition above about 21%;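 also: 0% = vehicle only and 100% = reference blocker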
# Target sequence (O43353 whole entry, looked up): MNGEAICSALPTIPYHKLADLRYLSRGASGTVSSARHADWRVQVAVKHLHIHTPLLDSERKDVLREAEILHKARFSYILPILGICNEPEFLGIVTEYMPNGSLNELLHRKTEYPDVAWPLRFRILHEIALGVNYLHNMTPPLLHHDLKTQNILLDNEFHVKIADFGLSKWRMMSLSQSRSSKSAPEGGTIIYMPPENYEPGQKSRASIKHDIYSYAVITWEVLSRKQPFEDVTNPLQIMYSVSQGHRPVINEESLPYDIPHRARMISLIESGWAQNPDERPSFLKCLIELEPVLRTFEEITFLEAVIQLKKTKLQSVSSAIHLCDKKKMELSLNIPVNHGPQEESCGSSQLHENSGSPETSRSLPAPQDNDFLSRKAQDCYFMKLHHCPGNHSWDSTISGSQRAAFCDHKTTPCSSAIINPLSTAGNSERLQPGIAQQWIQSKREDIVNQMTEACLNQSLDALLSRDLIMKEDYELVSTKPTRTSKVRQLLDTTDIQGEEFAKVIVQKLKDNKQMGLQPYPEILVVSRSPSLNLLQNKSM
# TLR9-MyD88 block: inhibitors of TLR9-MyD88 association in cells, primary screen, cell-based, CHO, BLA complementation, fluorescence; 340,000 tested, 0.21% active; AID 504734, 2011; CCF4 FRET ratio; Toll-like receptor 9 (Homo sapiens) + Myeloid differentiation primary response protein …; inhibition, % at 4.98 µM;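 active = inhibition above the mean over all tested compounds plus 3 SD, cut at about 21% in these data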;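 also: 0% = DMSO only wells and 100% = clavulanate BLA inhibitor control wells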
# ABHD5-PLIN5 inh: ABHD5-PLIN5 interaction inhibitors, primary screen, cell lysate, split luciferase complementation, luminescence; inhibition, % at 4 µM; Perilipin-5 (Homo sapiens) + 1-acylglycerol-3-phosphate O-acyltransferase ABHD5 (Homo …; Split G. princeps luciferase complementation, 4 h; AID 602281, 2012; 360,000 tested, 0.78% active;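 active = inhibition above the mean inhibition across every tested compound plus 3 SD, cut at about 22% in these data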;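 also: 0% = DMSO only wells and the 100% control is not disclosed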
# SRC1 inh: SRC1 coactivator transcriptional activity inhibitors, primary screen, cell-based, luminescence. HEK293 GAL4-SRC1 luciferase reporter. inhibition, % at 3.6 µM. Nuclear receptor coactivator 1 (Homo sapiens), Q15788. 360,000 tested, 0.12% active;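 active = inhibition above the campaign mean plus 3 SD, with each screening campaign given its own cutoff, cut at about 60% in these data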;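 also: 0% = DMSO treated cells and 100% = gossypol at 36 µM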
# TWEAK Fn14 block: inhibitors of TWEAK-Fn14 signaling, primary screen, luciferase reporter cells, uHTS; TWEAK-stimulated Fn14 reporter cells, luciferase luminescence, 8 h; inhibition, % at 10 µM; 360,000 tested, 2% active; AID 1159606, 2016; in the data active = inhibition above about 50%
# SRC3 inh: SRC3 coactivator transcriptional activity inhibitors, primary screen, cell-based, luminescence; Nuclear receptor coactivator 3 (Homo sapiens), Q9Y6Q9; HEK293 GAL4-SRC3 luciferase reporter; inhibition, % at 3.6 µM; 360,000 tested, 0.17% active;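 active = inhibition above a per-campaign cutoff, the mean of all compounds plus 3 SD, cut at about 60% in these data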;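 also: 0% = DMSO-treated cells and 100% = gossypol-treated cells at 36 µM; higher means less SRC3-driven luciferase light from the GAL4 reporter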
# NR5A2 inv ag: LRH-1 (NR5A2) inverse agonists, primary screen, cell-based, luminescence, HEK293T, StAR-luciferase reporter; 360,000 tested, 0.13% active; Nuclear receptor subfamily 5 group A member 2 (Homo sapiens), O00482; LRH-1 transfected, 24 h; inhibition, % at 3.6 µM;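 active = inhibition above the mean inhibition of all tested compounds plus 3 SD, cut at about 73% in these data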;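 also: 0% = DMSO wells and 100% = reporter-only cells lacking LRH-1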
# Target sequence (O00482 whole entry, looked up): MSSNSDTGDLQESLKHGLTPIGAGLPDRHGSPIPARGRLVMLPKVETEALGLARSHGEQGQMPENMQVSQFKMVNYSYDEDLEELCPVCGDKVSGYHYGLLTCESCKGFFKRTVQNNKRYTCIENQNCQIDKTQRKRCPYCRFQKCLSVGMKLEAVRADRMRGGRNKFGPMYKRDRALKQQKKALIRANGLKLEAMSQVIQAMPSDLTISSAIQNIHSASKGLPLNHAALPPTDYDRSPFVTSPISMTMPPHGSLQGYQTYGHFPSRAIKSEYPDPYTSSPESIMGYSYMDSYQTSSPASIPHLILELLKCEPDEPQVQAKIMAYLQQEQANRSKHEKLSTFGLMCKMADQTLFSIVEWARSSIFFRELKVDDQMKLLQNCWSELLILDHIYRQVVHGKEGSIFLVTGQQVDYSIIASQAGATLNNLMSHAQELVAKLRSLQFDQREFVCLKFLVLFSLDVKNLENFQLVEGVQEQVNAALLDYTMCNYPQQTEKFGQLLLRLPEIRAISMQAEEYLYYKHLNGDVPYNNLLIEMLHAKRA
# NCOA2 inhibitor: inhibition of GAL4-SRC2 driven luciferase reporter, primary screen, SRC2 inhibitor project, cell-based, luminescence | Nuclear receptor coactivator 2 (Homo sapiens), Q15596 | HEK293 GAL4-SRC2 luciferase reporter | inhibition, % at 9 µM | 370,000 tested, 0.17% active | AID 651957, 2012;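 active = inhibition above the mean inhibition of all tested compounds plus 3 SD, set per campaign, cut at about 52% in these data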;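 also: 0% = DMSO treated cells and 100% = cells given Gossypol at 36 µM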
# The depositor's hits bear a star; · = no result given.
SMILES,COUP-TFII inh,Granule exo inh,TROY NFkB inh,NOD2 RIPK2 PPI,TLR9-MyD88 block,ABHD5-PLIN5 inh,SRC1 inh,TWEAK Fn14 block,SRC3 inh,NR5A2 inv ag,NCOA2 inhibitor
Cc1noc(C)c1S(=O)(=O)N1CCC(C(=O)NC2CCN(Cc3ccccc3)CC2)CC1,28,-1,23,5,0,0,-8,1,14,-5,29
CC(C)c1nnc(NC(=O)c2cccs2)s1,-53,-1,-76,-2,-3,4,-56,1,-58,-119,-41
N#Cc1cccc(NC(=O)CCNC(=O)c2ccccc2Cl)c1,-1,4,-8,-10,-6,5,-10,-21,4,10,-13
O=C(Nc1nnc(-c2ccc(F)cc2)s1)Nc1ccccc1F,-7,-8,-25,-11,·,0,-22,-17,-8,2,-14
O=C(CN1C(=O)NC2(CCCCC2)C1=O)Nc1ccc2[nH]c(=O)[nH]c2c1,-1,0,11,-4,-6,-13,-8,-9,1,1,-5
CCS(=O)c1ccccc1C(=O)OC(C)C(=O)Nc1ccc(S(=O)(=O)N2CCCC2)cc1 (stereo not given),3,-6,5,-6,-5,-8,-19,9,-16,-1,-23
CCOc1ccc(N(C)C(=O)CCc2nnc3ccc(N4CCCC4)nn23)cc1,6,0,-5,-8,-1,1,-10,2,11,19,16
Cc1nn(-c2ccccc2)c2[nH]c(C(F)(F)F)cc(=O)c12,-5,-2,4,-11,-2,4,-61,8,10,0,-14
COc1ccc(C(C)NC(=O)C2C(=O)NC3(C)CC2c2ccccc2O3)cc1 (stereo not given),-4,6,-2,-4,-1,5,-1,3,-1,1,19
Cc1cc(=O)n(-c2ccccc2Cl)[nH]1,-4,-4,-6,-7,-1,-21,-14,-21,16,8,17
CS(=O)(=O)N1N=C(c2ccc(Br)cc2)CC1c1cccs1 (stereo not given),-15,-7,-48,5,-12,5,-46,-18,-52,-86,-47
O=C(c1cnn2c(C(F)(F)F)cc(-c3ccc(F)cc3)nc12)N1CCc2ccccc2C1,-11,1,12,-2,-18,-2,9,2,12,11,-22
Fc1cccc(Cl)c1-c1nnc2ccc3ccccc3n12,30,0,32,-9,2,1,-1,-13,-27,4,3
c1ccc(SCc2nc(-c3ccncc3)no2)cc1,-13,-3,-67,-1,-10,3,-71,0,-65,-66,-39
CC[n+]1ccccc1/C=C1\Sc2ccc(C)cc2N1C,61*,-5,9,-11,0,4,39,13,39,51,3
Clc1ccc(Cl)c(OCCCCN2CCNCC2)c1,-10,36,-6,-6,3,8,-14,-9,4,-5,-4
COc1ccc(NC(=O)CSc2nc3c(c(=O)n2-c2ccc(F)cc2)SCC3)cc1,6,-1,-12,-13,5,0,12,-11,-21,7,-16
CC1(C)OC(=O)C2=C(C[C@@H](C3CCCCC3)O[C@H]2c2ccccc2)O1,15,-3,8,-12,·,-4,·,12,·,16,2
NS(=O)(=O)c1ccc2nc(NC(=O)c3ccncc3)sc2c1,-30,-2,-6,8,-12,1,-9,0,-30,-13,-1
O=C(CN1C(=O)/C(=C/c2ccccc2)SC1=S)Nc1cccnc1,1,-6,-11,-12,-11,1,13,-2,8,-10,-6

# Entries shown so far containing a thiophene ring, fused or not, in the order listed:
SMILES,COUP-TFII inh,Granule exo inh,TROY NFkB inh,NOD2 RIPK2 PPI,TLR9-MyD88 block,ABHD5-PLIN5 inh,SRC1 inh,TWEAK Fn14 block,SRC3 inh,NR5A2 inv ag,NCOA2 inhibitor
CC(C)c1nnc(NC(=O)c2cccs2)s1,-53,-1,-76,-2,-3,4,-56,1,-58,-119,-41
CS(=O)(=O)N1N=C(c2ccc(Br)cc2)CC1c1cccs1 (stereo not given),-15,-7,-48,5,-12,5,-46,-18,-52,-86,-47

# The results go on.
SMILES,COUP-TFII inh,Granule exo inh,TROY NFkB inh,NOD2 RIPK2 PPI,TLR9-MyD88 block,ABHD5-PLIN5 inh,SRC1 inh,TWEAK Fn14 block,SRC3 inh,NR5A2 inv ag,NCOA2 inhibitor
Cc1n[nH]c(=O)c2c(NC(=O)CSc3nc4ccccc4c(=O)n3-c3ccc(OC(F)F)cc3)oc(C)c12,-9,-7,-16,-5,2,2,-18,-9,-5,6,-50
CCCCn1c(N)c(N(CCC(C)C)C(=O)CCN2C(=O)C3CC=CCC3C2=O)c(=O)[nH]c1=O (stereo not given),2,-1,-3,9,2,-4,-11,11,-17,1,-11
COc1ccc(-n2c(=O)c(CCC(=O)N(C)Cc3cccs3)nc3ccccc32)cc1,-3,4,-1,12,12,-3,-25,-5,3,20,11
Cc1cccc(NC(=O)CSc2cccc3cccnc23)c1,1,-5,-6,-2,1,3,-35,-5,-6,7,-35
COCCn1c(SCC(=O)N2CCCCC2)nc2ccccc2c1=O,19,-2,-2,-2,-8,-13,-1,4,-19,4,-22
O=C(CNS(=O)(=O)c1c(Cl)cccc1Cl)OCc1csc(-c2ccccc2)n1,-9,5,-27,6,3,-7,-109,-21,-25,-43,-22
CCN(CC)C(=O)[C@H]1CC(CC(=O)NCCc2ccccn2)C(=O)N2CCc3c([nH]c4ccccc34)[C@]12C (stereo not given in full),-12,-1,9,6,0,-2,-1,1,-11,8,-10
O=[N+]([O-])c1ccc(CN2CCN(c3ccc(F)cc3)CC2)o1,19,-4,2,-16,-6,-2,-7,-15,12,-2,5
O=C(NNc1ccccc1[N+](=O)[O-])NC1CCCCC1,-25,0,-1,-7,-3,-11,-29,1,6,-1,-14
O=C(COC(=O)C1CC(=O)N(Cc2ccccc2)C1)Nc1ccc([N+](=O)[O-])cc1Br (stereo not given),-6,-4,-2,9,0,1,8,14,8,-15,25
CN(C)c1ccc(C(=O)N2CCCC(CCC(=O)N3CCN(c4ccccn4)CC3)C2)cc1 (stereo not given),5,20,5,-2,-14,0,5,12,-11,15,-23
COc1ccc(C2C(C(=O)O)c3ccccc3C(=O)N2C)cc1Br (stereo not given),1,2,0,-4,6,-1,-1,-7,7,-17,-19
CC(C)(C)C(=O)Nc1ccccc1-c1nc2ccccc2[nH]c1=O,7,-1,12,-4,1,-1,-11,5,9,-10,-12
O=C(Nc1cccc([N+](=O)[O-])c1)Nc1cnccn1,4,6,-24,-2,-7,0,-4,5,-13,-15,3
CN(C)C(=O)CCC(=O)N1CCCC(C(=O)c2ccc(C(F)(F)F)cc2)C1 (stereo not given),37,-1,-7,-5,-12,5,-18,-3,0,-1,-6
C#Cc1ccc2c(c1)COc1c3ccccc3nn1-2,-26,-4,-42,-15,-11,-8,-90,-7,-77,-125,-20
CCC(=O)Nc1ccc(-c2nn3c(C)nnc3s2)cc1C,6,0,9,-13,-3,7,-4,15,-18,9,-8
NC1=NC(=O)/C(=C/c2ccccc2OS(=O)(=O)c2ccccc2)S1,-10,7,12,-7,-3,2,7,5,9,11,-13
COc1ccc(S(=O)(=O)NCC2CCCN(Cc3ccc(C)o3)C2)cc1 (stereo not given),7,2,-5,-6,-5,10,-7,18,7,6,-15
O=[N+]([O-])c1cccc(/C=C/c2ccncc2)c1,-20,0,-21,3,0,-2,-1,-41,-3,-7,-28
O=C(CN1CCC(O)(c2ccccc2)CC1)Nc1ccc2c(c1)OCCO2,7,-4,26,10,-10,-2,-16,22,8,2,5
CCc1nc(C)cn1S(=O)(=O)c1cc(OC)c(C)cc1C,-15,-3,16,3,5,1,6,12,6,13,-26
CNC(=O)c1ccccc1S(=O)c1ccccc1C#N (stereo not given),-10,-1,-6,-3,11,-1,-3,2,-7,2,-30
CN1CCN(c2nc3c(c(=O)[nH]c(=O)n3C)n2Cc2ccc(Cl)cc2)CC1,-19,2,-1,1,0,3,-4,4,0,2,18
Cc1ccc(CSCCNC(=O)CN(c2ccccc2)S(C)(=O)=O)cc1,7,0,1,3,-4,-3,-5,0,0,6,-6
CN1CCN(C(=O)c2cc([N+](=O)[O-])cc([N+](=O)[O-])c2)CC1,-14,3,-4,-1,-10,2,-16,80*,12,-1,7
CCN(C(=O)CN1CCN(Cc2ccccc2)CC1)c1c(N)n(Cc2ccccc2)c(=O)[nH]c1=O,2,-4,-8,-3,-3,5,-40,-3,24,-1,19
O=C(COc1ccccc1)Nc1ccc2[nH]c(=O)[nH]c2c1,5,-1,-12,-6,1,3,10,-3,5,2,-60
COC(=O)c1cc2ccccc2n1S(=O)(=O)c1ccccc1,-2,-5,0,1,-8,-9,-10,-3,2,21,2
CC1(C)C(=O)C2(CCCCC2)C(=O)OC1c1cccs1 (stereo not given),-14,-2,-14,-9,-11,-1,-4,11,0,5,-10
CC(=O)N1CCN(c2ccccc2NC(=O)COc2ccccc2C)CC1,6,0,-23,-10,-13,3,-11,4,-1,10,10
OC(c1ccccc1)(c1ccccc1)C1CCN(C(=S)Nc2ccc(F)cc2)CC1,-8,8,9,-3,-2,-2,9,-1,8,19,15
Cc1cc(C(=O)NNC(=S)NCC(C)C)cs1,-11,2,-24,-17,1,5,-22,-1,1,-32,-28
CC(=O)N/C(=N\c1nc(C)cc(C)n1)Nc1ccc(Cl)cc1Cl,5,-10,-21,-10,-9,-2,-10,-11,6,-14,19
Cc1ccc2c(c1)c1cccc3c1n2CCN3CCC(N)=O,·,-1,-25,0,-6,16,-101,-45,-67,-74,·
COc1ccccc1NC(=O)/C(C#N)=C/c1cccnc1,-11,-1,-36,-1,-14,2,7,-7,2,15,-18
O=C(COC(=O)c1ccccc1Cc1ccccc1)Nc1ccc(SC(F)F)cc1,-38,-3,9,5,4,-26,-113,-7,-66,-115,-41
Cc1ccc(S(=O)(=O)N2CCCCC2)cc1NC(=O)C1CCCO1 (stereo not given),-6,-1,3,-3,-12,1,3,4,6,6,-7
O=C(Cn1cc([N+](=O)[O-])cn1)N1CCc2ccccc2C1,8,-1,-6,0,-1,2,5,14,13,-5,-4
COC(=O)c1ccc(N2C(=O)CC(SCCN)C2=O)cc1 (stereo not given),-40,3,-19,-17,-2,0,-81,3,-67,-77,-40
O=C(c1cccc(NS(=O)(=O)c2cccc(F)c2)c1)N1CCCC1,2,-2,-2,3,0,-4,4,6,-11,-17,-8
Nc1c(C(=O)O)sc2nc3c(cc12)CCCC3,0,0,4,4,·,-2,-3,5,0,6,25
C[C@@H]1CN([C@H](C)CO)C(=O)c2cc(Br)cnc2O[C@H]1CN(C)C(=O)c1ccccc1,-3,0,-2,-5,4,-3,10,15,-7,3,-12
CCCc1ccc2oc(C(=O)N(C)Cc3cnccn3)c(C)c2c1,-35,-2,-36,2,1,-4,-15,-39,-27,-16,-82

# Not all compounds are listed; the hit share may differ from the screen's.
